PREPL inhibitor = inhibitors of human prolyl oligopeptidase-like enzyme PREPL | Q4J6C6 | recombinant PREPL, fluorescence polarization activity-based probe | inhibition, % at 5.96 µM | 320,000 compounds, 0.68% hits | AID 2751; in the data active = inhibition above about 43%;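 note: 0% = enzyme with DMSO and 100% = wells lacking enzyme; many of its hits are not listed in these tables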
ZTA DNA inh = counter-screen for EBNA-1 inhibitors: inhibitors of Epstein-Barr virus ZTA. inhibition, % at 11 µM. ZTA-DNA binding, fluorescence polarization. 320,000 compounds, 0.15% hits; in the data active = inhibition above about 33%
Target sequence (P03206 whole entry, looked up): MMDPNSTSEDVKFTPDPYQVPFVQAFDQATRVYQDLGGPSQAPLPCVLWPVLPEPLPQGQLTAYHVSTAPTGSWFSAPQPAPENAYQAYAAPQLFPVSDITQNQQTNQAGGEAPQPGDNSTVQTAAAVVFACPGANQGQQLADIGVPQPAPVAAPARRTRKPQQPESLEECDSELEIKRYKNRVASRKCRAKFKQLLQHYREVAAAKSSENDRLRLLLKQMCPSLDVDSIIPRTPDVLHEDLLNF
core dimer inh = HCV core protein dimerization inhibition. TR-FRET GST/Flag-core106 dimerization, 1536-well. inhibition, % at 5 µM. 300,000 compounds, 0.33% hits;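 active = inhibition above the mean of all tested compounds plus 3 SD, set per screening campaign, cut at about 45% in these data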
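Assay system: GST-tagged and Flag-tagged HCV core protein residues 1-106 / Times: compound-protein-antibody incubation 4 h at 22.5 °C / Signal: time-resolved FRET, ex 340 nm, em 617 and 671 nm / Evaluation: % inhibition based on acceptor/donor emission ratio / Benchmarks: wells lacking GST-core106 and wells with excess unlabelled core106 / Repeats: singlicate, one well per compound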
CTSL1 counter = blocks F. hepatica cathepsin L1 in PFM18AAP counter-screen | AID 1906 | 300,000 compounds, 0.49% hits | inhibition, % at 5.96 µM | recombinant F. hepatica cathepsin L1, Z-Leu-Arg-MCA fluorescence;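 active = inhibition above the mean of all tested compounds plus 3 SD, set per screening campaign, cut at about 17% in these data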;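 note: 0% = plate median of test compound wells and 100% = 1 µM Z-Phe-Ala-diazomethylketone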
TPT1 inh = C. albicans TPT1 enzyme inhibition; recombinant caTPT1, FP RNA substrate dephosphorylation; inhibition, % at 5 µM; 300,000 compounds, 0.81% hits; AID 1962;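 active = inhibition above the mean of all tested compounds plus 3 SD, set per screening campaign, cut at about 24% in these data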;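 note: plate controls were DMSO alone for no effect and ferristatin control at 100 nM for full effect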
Efflux pump mplx = blocks antifungal efflux pumps in multiplex yeast assay. inhibition, % at 10 µM. S. cerevisiae Candida pump triplex, Nile Red efflux. 330,000 compounds, 0.44% hits;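 active = plate passing quality check with inhibition over a set limit, or well fluorescence over plate mean plus 4 SD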;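 note: Nile Red retained in pooled yeast measured as flow cytometry median fluorescence; 0% = buffer negative control and 100% = Enniatin B positive control; higher means more Nile Red kept so more efflux inhibition; some compounds called inactive have numbers as strong as hits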
PP5 primary = blocks human protein phosphatase 5 activity. inhibition, % at 6.7 µM. P53041. AID 1987. purified PP5c, OMFP substrate fluorescence. 320,000 compounds, 0.18% hits;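 active = inhibition above the campaign's mean inhibition across all tested compounds plus 3 SD, cut at about 9.5% in these data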;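 note: 0% = DMSO only and 100% = 100 µM cantharidin control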
PP1 counter = PP1-alpha (human) inhibition in PP5 counter-screen; P62136; purified PP1alpha, OMFP fluorescence; inhibition, % at 6.7 µM; 320,000 compounds, 0.9% hits;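 active = inhibition above the mean inhibition of all tested compounds plus 3 SD, computed separately for each screening campaign, cut at about 15% in these data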
Target sequence (P62136 whole entry, looked up): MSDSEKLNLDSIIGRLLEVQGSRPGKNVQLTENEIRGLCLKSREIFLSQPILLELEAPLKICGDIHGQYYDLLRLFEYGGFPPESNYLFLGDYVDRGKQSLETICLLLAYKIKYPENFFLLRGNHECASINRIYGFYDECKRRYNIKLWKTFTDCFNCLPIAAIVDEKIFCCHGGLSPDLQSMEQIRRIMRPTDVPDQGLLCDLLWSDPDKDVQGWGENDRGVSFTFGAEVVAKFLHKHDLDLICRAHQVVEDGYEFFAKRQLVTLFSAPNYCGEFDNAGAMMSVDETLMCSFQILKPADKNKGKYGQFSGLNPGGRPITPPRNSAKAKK
EBNA-1 inhibitor = blocks EBNA-1 binding to DNA. 300,000 compounds, 0.34% hits. EBNA-1 DNA binding, fluorescence polarization. inhibition, % at 14.8 µM; in the data active = inhibition above about 28%
* = called active by the depositor; . = no result given. These rows are one share of the data (hit frequency here may not be typical).

canonical_smiles	PREPL inhibitor	ZTA DNA inh	core dimer inh	CTSL1 counter	TPT1 inh	Efflux pump mplx	PP5 primary	PP1 counter	EBNA-1 inhibitor
Cc1ccc(S(=O)(=O)NCCC(c2ccc(F)cc2)c2ccco2)cc1 (stereo not given)	-1.1	7.9	1.0	0.8	-0.6	1.8	4.1	5.5	-7.1
Cc1nn(-c2ccccc2)c(Cl)c1C(=O)NCC(=O)O	0.3	-7.6	-4.6	-3.6	4.5	-0.1	-0.2	-4.2	9.2
Cc1ccc(C)c(C(=O)NCCN(C)C)c1	-10.8	8.9	1.5	-0.8	2.7	0.0	-1.2	-1.3	3.8
CCc1nnc(NC(=O)CN2CCN(S(C)(=O)=O)CC2)s1	2.3	4.0	10.2	-0.6	2.6	0.3	0.1	3.9	0.2
CNC(=O)C(=O)N/N=C/c1ccccn1	15.9	18.3	2.6	-3.4	-2.0	0.2	-1.6	0.6	-7.5
Cc1cc(C)c(S(=O)(=O)N2CCCC2CNC(=O)c2ccc3c(c2)OCO3)c(C)c1 (stereo not given)	0.7	11.4	3.6	0.5	2.3	0.0	-0.6	0.1	-4.2
O=c1[nH]c2cc3c(cc2cc1CN(CC1CCCO1)S(=O)(=O)c1ccccc1)OCCO3 (stereo not given)	-0.7	-9.6	-1.1	-2.2	-1.6	0.0	0.9	-2.8	-3.0
C=CCn1c(-c2cccnc2Cl)nc2ccccc21	-7.0	-1.3	5.1	2.9	0.8	0.0	0.8	3.8	7.5
CCOC(=O)N1CCC(NC(=O)CCC(=O)N2CCOc3ccc(C)cc32)CC1	4.3	-2.8	-2.5	0.0	0.2	0.1	-1.6	-4.5	10.4
O=C(Nc1ccc(N2CCN(C(=O)c3ccccc3)CC2)cc1)c1cccs1	12.8	6.7	0.3	-0.6	-2.1	0.0	1.4	-2.4	-4.5
O=C(CN(C(=O)c1csnn1)c1ccc(Br)cc1)NC1CCCC1	5.6	-1.5	-2.8	-3.2	-2.5	0.0	-0.8	1.3	4.1
Cc1noc(C(=O)NC2CCCCC2)c1Cl	12.6	-32.6	3.1	5.0	1.5	0.3	-3.0	1.8	0.3
COc1cc(C2Nc3ccc4ccccc4c3C3=C2C(=O)CC(C)(C)C3)ccc1OC(C)C(=O)O (stereo not given)	3.5	-8.8	-0.4	3.4	0.3	0.1	2.4	-0.2	-13.6
Cc1ccccc1CNS(=O)(=O)c1csc(C(N)=O)c1	12.3	-2.5	-15.3	2.3	-3.2	0.4	2.1	-1.8	2.7
CC1Cc2ccccc2N1S(=O)(=O)c1ccc2c(c1)n(C)c(=O)c(=O)n2C (stereo not given)	3.7	-1.9	3.3	-0.6	0.9	-0.1	3.1	-3.6	3.1
COC(=O)N/N=C\c1cc(Br)ccc1OCc1ccccc1	-0.5	-3.7	3.4	1.1	-1.1	0.4	5.0	1.4	6.6
Cc1cc(C)c2c(=O)[nH]c(SCc3ccccc3C)nc2n1	3.8	8.7	3.8	-3.4	1.3	-0.1	-1.7	-0.9	14.0
CCC(=O)N=c1sc2c(C)cc(C)cc2n1CC(=O)OC	-7.6	-12.1	-3.1	0.2	-3.3	-0.2	1.9	3.9	10.8
COc1ccc(CNC(=O)COc2cccnc2[N+](=O)[O-])cc1OC	10.0	0.7	7.0	6.0	1.8	0.1	-5.2	-6.7	2.6
COc1ccc(N(CC(=O)NCCSc2ccccn2)S(C)(=O)=O)cc1	13.6	12.2	0.5	-1.0	-0.6	0.2	4.6	-7.1	-4.9
COc1ccc(/C=N/NC(=O)c2cccnc2)cc1O	14.7	-14.3	-10.2	3.3	0.2	-0.1	1.5	0.7	-10.9
O=C(NCCc1cccs1)c1ccc(CS(=O)Cc2ccc(Cl)cc2)o1 (stereo not given)	15.6	-11.5	2.7	1.4	-1.4	0.0	2.0	0.0	-6.8
CCOC(=O)c1sc2nc(C)nc(N3CCN(c4ncccn4)CC3)c2c1C	0.8	-12.2	4.6	2.4	-1.9	0.0	-2.0	0.4	0.6
Cc1cccc(NC(=O)CS(=O)(=O)c2cn(C)c3ccccc23)c1	-14.0	7.3	4.9	-4.2	-2.0	0.0	-0.4	-9.6	-0.9
Cc1cc(C2=NNC(=NC3CCCCC3)SC2)c(C)n1-c1c(C)n(C)n(-c2ccccc2)c1=O	3.8	13.5	64.9*	-6.0	6.2	0.1	1.7	18.6*	1.0
NC(=O)c1ccccc1N=Cc1ccc2ccccc2c1	-14.8	16.5	2.1	-0.8	1.0	0.0	2.2	2.8	3.0
O=C(COC(=O)CSc1ccccc1)NCCNC(=O)COC(=O)CSc1ccccc1	4.1	8.5	-3.3	-6.1	-1.7	-0.3	-0.8	-3.2	-0.5
Cn1c(CSc2nnc(SCc3ccccc3)s2)nc2ccccc21	-2.2	-9.4	1.0	2.0	1.1	0.1	5.2	-2.1	-3.3
N#Cc1c2n(cnc1=O)CCCCC2	-4.4	9.0	-5.8	-2.3	0.7	0.3	1.8	-1.8	-6.1
CCCCNC(=O)Nc1nc2ccccc2s1	17.1	-15.1	-5.8	0.8	-2.7	-0.1	4.1	-3.7	-0.7

The last 2 entries of the section before come first, to join the parts:
canonical_smiles	PREPL inhibitor	ZTA DNA inh	core dimer inh	CTSL1 counter	TPT1 inh	Efflux pump mplx	PP5 primary	PP1 counter	EBNA-1 inhibitor
N#Cc1c2n(cnc1=O)CCCCC2	-4.4	9.0	-5.8	-2.3	0.7	0.3	1.8	-1.8	-6.1
CCCCNC(=O)Nc1nc2ccccc2s1	17.1	-15.1	-5.8	0.8	-2.7	-0.1	4.1	-3.7	-0.7
CC1CCN(CCCNC(=O)C2CC(=O)N(C3CCCCCC3)C2)CC1 (stereo not given)	19.8	-8.1	-5.0	-5.3	2.3	0.1	0.6	0.9	-13.4
COc1ccc(CC(=O)N/N=C/c2c(C)n(C)c3ccccc23)cc1OC	10.9	-27.9	-12.4	1.0	-3.7	-0.4	2.7	-0.4	-1.5
Cc1c(-c2nc(-c3cccnc3)no2)cccc1[N+](=O)[O-]	11.5	4.6	0.8	2.2	5.7	0.1	-1.7	3.5	-6.9
Cc1ccc(C(C)C)cc1OCCOCCN1CCCC1	-1.2	-2.6	-2.3	-0.8	3.4	0.0	3.1	-5.8	-12.1
COc1cccc(N(C(=O)c2nc3nccc(C)n3n2)c2nc3ccccc3s2)c1	20.7	-2.5	-3.8	1.6	0.5	0.1	-0.4	0.6	-8.3
COc1ccc(S(=O)(=O)NCCSc2ccc(Cl)cc2)cc1OC	-8.1	7.8	6.2	-2.4	0.0	-0.1	0.9	-2.4	19.8
CC1=C(C(=O)Nc2cccnc2)C(c2cccnc2)n2nc(-c3cccs3)nc2N1 (stereo not given)	14.0	3.1	-0.6	4.2	-1.5	0.1	2.5	-3.3	-6.1
Cc1cccc(C(=O)NCC(=O)OCC(=O)N(C)CC(=O)Nc2ccccc2Cl)c1	8.8	-4.9	.	.	.	-0.2	-1.1	-0.2	.
COCCCNC(=S)Nc1ccccc1C	-4.3	-3.5	1.4	4.8	1.2	-0.1	1.3	-1.3	-6.1
Cc1cccnc1Nc1nc(-c2ccc(O)cc2O)cs1	5.7	4.8	-17.6	0.6	-2.1	0.2	4.9	-4.7	-8.7
O=C(CSc1n[nH]c(-c2ccccc2O)n1)N1CCCc2ccccc21	-6.0	4.3	4.5	1.8	-0.2	0.3	-0.7	-4.2	-16.5
CN(C)CCCNc1oc(-c2ccccc2Cl)nc1S(=O)(=O)c1ccccc1	4.8	-12.3	.	.	.	-0.1	-2.4	1.3	.
CCOc1ccc(CC(=O)C2C(=O)CCCC2=O)cc1OCC	-5.4	3.2	-4.7	-1.4	-0.9	-0.1	2.3	-1.6	0.2
CC(C(=O)Nc1cccc([N+](=O)[O-])c1)N1C(=O)NC2(CCCC2)C1=O (stereo not given)	-6.0	2.7	0.7	1.5	3.0	0.1	0.5	-2.4	3.1
COc1ccc(NC(=O)CSc2nnc3ccc(-c4ccccn4)nn23)cc1OC	-9.5	-11.7	0.3	4.9	-0.7	-0.1	2.6	-5.6	-0.9
CC(C)(C)c1ccc(OCCC(=O)OCC(=O)NC(=O)NC2CCCC2)cc1	6.6	2.0	-0.4	3.7	-1.9	0.1	5.7	10.5	2.2
CCOc1ccc(OCc2ccc(C(=O)N3CCOCC3)cc2)cc1	8.0	-8.4	-0.3	1.5	-6.0	-0.1	1.4	-1.4	3.3
O=C(Oc1ccc2ccc(=O)oc2c1)c1cccs1	45.3*	2.3	-8.3	-7.2	0.7	0.1	1.0	-0.9	-7.4
CCN(CC)CCCNC(=O)/C(=C\c1cccn1C)NC(=O)c1cccs1	10.1	-10.4	-7.2	4.4	-4.3	0.0	3.5	-0.1	-10.5
Cn1c(SCc2nnc3n2CCCCC3)nc2ccccc21	5.8	3.0	-8.6	2.2	-1.3	0.0	-0.9	-3.0	-1.9
Cc1cccc(NC(=O)[C@@H]2CCCN2C2=NS(=O)(=O)c3ccccc32)c1C	-1.9	-7.8	.	.	.	-0.3	0.9	-2.8	.
CCOC(=O)Cn1nc(C)cc1NC(=O)c1cccnc1	8.6	-6.6	1.2	-1.7	1.0	0.0	-0.6	2.4	-6.2
O=C(O)c1cccnc1Cl	9.7	-0.6	-2.5	-5.3	-0.4	1.1	2.5	-2.5	-4.2
COC(=O)c1cc(NCc2ccccc2F)ccc1N1CCOCC1	22.1	-11.5	-2.7	1.7	4.8	0.1	1.2	0.0	2.5
Nc1c(C(=O)NCc2ccccc2)nnn1Cc1cccc(Cl)c1	-13.9	8.6	3.2	1.0	-3.3	-0.2	-0.3	-6.4	9.7
COc1ccc(Cn2c(-c3ccccc3C)nc3c(c(=O)c4ccccc4n3C)c2=O)cc1	-1.1	-2.9	19.6	-2.3	-0.8	0.1	-1.4	-1.0	1.6
CCN(CC)Cc1c(C(=O)OC(C)C)nnn1-c1nonc1N	-2.5	8.0	4.6	0.2	-0.3	0.1	-0.1	-2.6	2.4

Full records, quoted from the list.
Cc1c(-c2nc(-c3cccnc3)no2)cccc1[N+](=O)[O-] across the screens: PREPL inhibitor: 11.5; ZTA DNA inh: 4.6; core dimer inh: 0.8; CTSL1 counter: 2.2; TPT1 inh: 5.7; Efflux pump mplx: 0.1; PP5 primary: -1.7; PP1 counter: 3.5; EBNA-1 inhibitor: -6.9
COCCCNC(=S)Nc1ccccc1C across the screens: PREPL inhibitor: -4.3; ZTA DNA inh: -3.5; core dimer inh: 1.4; CTSL1 counter: 4.8; TPT1 inh: 1.2; Efflux pump mplx: -0.1; PP5 primary: 1.3; PP1 counter: -1.3; EBNA-1 inhibitor: -6.1
COc1ccc(CC(=O)N/N=C/c2c(C)n(C)c3ccccc23)cc1OC across the screens: PREPL inhibitor: 10.9; ZTA DNA inh: -27.9; core dimer inh: -12.4; CTSL1 counter: 1.0; TPT1 inh: -3.7; Efflux pump mplx: -0.4; PP5 primary: 2.7; PP1 counter: -0.4; EBNA-1 inhibitor: -1.5

High-throughput results as filed in PubChem BioAssay.
